IDH1 R132H inh: IDH1 R132H (human) inhibition; O75874; IDH1 R132H reductase, diaphorase/resazurin fluorescence, 60 min; inhibition, % at 10 µM; hit rate 0.18% among 70,000; AID 624101; in the data active = inhibition above about 34%; inconclusive = no clear call, values can overlap the other calls; inactive = below about 11%;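 note: 0% = DMSO and 100% = no enzyme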
Target sequence (O75874 whole entry R132H): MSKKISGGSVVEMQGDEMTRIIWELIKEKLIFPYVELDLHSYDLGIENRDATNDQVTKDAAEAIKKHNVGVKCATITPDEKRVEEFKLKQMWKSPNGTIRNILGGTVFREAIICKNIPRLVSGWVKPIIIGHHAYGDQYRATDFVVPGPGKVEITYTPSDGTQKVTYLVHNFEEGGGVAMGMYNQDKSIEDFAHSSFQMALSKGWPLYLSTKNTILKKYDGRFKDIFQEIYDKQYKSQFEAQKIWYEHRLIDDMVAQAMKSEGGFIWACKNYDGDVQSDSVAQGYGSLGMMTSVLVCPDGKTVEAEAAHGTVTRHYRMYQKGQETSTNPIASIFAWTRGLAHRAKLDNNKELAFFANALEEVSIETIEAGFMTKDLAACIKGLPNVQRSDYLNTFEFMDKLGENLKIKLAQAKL
PRC2 inh: blocks human EZH2/PRC2 H3K27 methylation | Q15910 | DELFIA TRF, 1 h | inhibition, % at 12.5 µM | hit rate 0.35% among 57,000 | AID 651548;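 active = mean inhibition of replicates at least 50% and every single replicate also reaching 50%; inconclusive = mean inhibition at least 50% but some replicate falls below 50%; inactive = mean inhibition under 50%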;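 note: dimethyl H3K27 on biotinylated H3 21-44 peptide detected by antibody; plate controls were median neutral control wells for no effect and median positive control wells for full effect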
The depositor's hits bear a star; ? = inconclusive; / = no result given.

SMILES	IDH1 R132H inh	PRC2 inh
CO[C@H]1CN(C)C(=O)c2ccc(NS(=O)(=O)c3cn(C)cn3)cc2OC[C@H](C)N(CC2CC2)C[C@H]1C	-0.1	3.1
C[C@H]1CN([C@@H](C)CO)C(=O)c2cc(NS(=O)(=O)c3ccccc3)ccc2O[C@@H]1CN(C)S(C)(=O)=O	0.9	/
C[C@H](CO)N1C[C@H](C)[C@H](CN(C)S(=O)(=O)c2ccc(Cl)cc2)Oc2c(NS(C)(=O)=O)cccc2C1=O	0.6	/
COc1ccc(NC(=O)Nc2ccc3c(c2)CC(=O)N([C@H](C)CO)C[C@@H](C)[C@H](CN(C)S(=O)(=O)c2c(C)noc2C)O3)cc1	0.3	/
C[C@H](CO)N1C[C@H](C)[C@@H](CN(C)Cc2ccncc2)Oc2ncc(C#CC3CC3)cc2C1=O	-0.1	9.1
C[C@@H]1CCCCO[C@@H](CN(C)C(=O)Nc2ccc(F)cc2)[C@@H](C)CN([C@@H](C)CO)C(=O)c2cc(NC(=O)Nc3ccccc3)ccc2O1	2.8	/
CNC[C@H]1OCCCC[C@@H](C)Oc2ccc(NC(=O)Nc3ccc(F)cc3)cc2C(=O)N([C@@H](C)CO)C[C@H]1C	-1.9	-0.1
C[C@H](CO)N1C[C@H](C)[C@@H](CN(C)CC2CC2)Oc2c(NS(=O)(=O)c3cccs3)cccc2C1=O	-1.4	-2.4
CCCC(=O)Nc1ccc2c(c1)OC[C@@H](C)N(C(=O)c1cnccn1)C[C@H](C)[C@H](OC)CN(C)C2=O	0.2	-2.9
CCS(=O)(=O)Nc1ccc2c(c1)C(=O)N(C)C[C@H](OC)[C@@H](C)CN(C(=O)C1CC1)[C@H](C)CO2	-0.1	-1.4
Cc1noc(C)c1NC(=O)Nc1ccc2c(c1)C(=O)N([C@@H](C)CO)C[C@H](C)[C@@H](CN(C)Cc1ccc(C(F)(F)F)cc1)O2	-0.7	-1.9
Cc1noc(C)c1NC(=O)Nc1cccc2c1O[C@@H](CN(C)S(=O)(=O)c1ccc(Cl)cc1)[C@H](C)CN([C@@H](C)CO)C2=O	0.9	/
Cc1ccc(Cl)cc1NC(=O)CSc1nnc(-c2ccc([N+](=O)[O-])cc2)n1-c1ccccc1	-0.1	4.6
COCC(=O)Nc1ccc2c(c1)OC[C@@H](C)N(C(=O)COC)C[C@@H](C)[C@H](OC)CN(C)C2=O	0.1	-5.1
CO[C@H]1CC[C@H]2CCN(C)C(=O)[C@H](C)[C@H](OC)CN(C)C(=O)c3cc(C#N)ccc3OC[C@H]1O2	0.1	7.2
O=C(C[C@@H]1CC[C@@H](NC(=O)c2ccccn2)[C@H](CO)O1)NCc1cc(F)cc(F)c1	0.3	6.2
O=C(Nc1cccc(Cl)c1)N[C@@H]1CC[C@@H](CCn2cc(Cc3ccccc3)nn2)O[C@H]1CO	-0.2	-1.2
Cc1noc(C)c1NC(=O)Nc1ccc2c(c1)C(=O)N([C@@H](C)CO)C[C@@H](C)[C@@H](CN(C)Cc1ccc(C(F)(F)F)cc1)O2	0.1	4.8
COc1ccc(CN(C)C[C@@H]2Oc3ccc(NC(=O)CCCCCC(=O)Nc4ccccc4N)cc3CC(=O)N([C@H](C)CO)C[C@@H]2C)cc1	0.3	-24.7
C[C@H]1CN([C@@H](C)CO)C(=O)c2cccc(NC(=O)Nc3ccccc3)c2O[C@@H]1CN(C)S(C)(=O)=O	-0.5	2.4
CNC[C@@H]1OCCCC[C@@H](C)Oc2ccc(NC(=O)c3ccccc3)cc2C(=O)N([C@H](C)CO)C[C@@H]1C	2.2	-2.0
Cc1ccc(NC(=O)c2ccco2)c(NC(=O)COc2ccccc2)c1	-0.1	1.3
COc1ccc(NC(=O)C23CC4CC(C2)CC(C(=O)Nc2ccc(OC)c(OC)c2)(C4)C3)cc1OC	1.5	/
Cc1noc(C)c1NC(=O)N(C)C[C@@H]1Oc2ccc(NS(C)(=O)=O)cc2CC(=O)N([C@@H](C)CO)C[C@@H]1C	2.3	/
O=C(C[C@H]1CC[C@@H](NC(=O)C2CC2)[C@@H](CO)O1)NCc1ccncc1	-0.2	10.2
The list goes on.
SMILES	IDH1 R132H inh	PRC2 inh
CCS(=O)(=O)N(C)C[C@@H]1OCc2ccccc2-c2c(n(C)c3ccccc23)C(=O)N([C@@H](C)CO)C[C@@H]1C	1.5	-6.4
CCCC(=O)Nc1ccc2c(c1)C(=O)N(C)C[C@@H](OC)[C@H](C)CN(CCc1ccccc1)[C@@H](C)CO2	-0.5	-5.0
CCC(=O)N[C@H]1CC[C@@H](CC(=O)NCc2ccc(OC)cc2)O[C@@H]1CO	-0.4	-2.1
COc1ccc(S(=O)(=O)N(C)C[C@H]2Oc3c(NS(=O)(=O)c4ccc(Cl)cc4)cccc3C(=O)N([C@@H](C)CO)C[C@H]2C)cc1	-0.4	/
CCCC#Cc1ccc([C@H]2[C@@H](CO)N(C(=O)C3CCCCC3)[C@H]2C#N)cc1	-0.5	/
COC(=O)c1ccccc1NC(=O)CN(c1cc(Cl)c(Cl)cc1Cl)S(C)(=O)=O	-0.3	-0.7
C[C@@H]1CN([C@@H](C)CO)C(=O)c2cc(NC(=O)Nc3ccc(F)cc3)ccc2O[C@@H](C)CCCCO[C@H]1CN(C)C(=O)Cc1ccccc1	-0.7	/
COc1cc(NC(=O)COc2cc(C)c(Cl)c(C)c2)ccc1NC(=O)c1ccco1	0.2	-2.5
Cc1cccc(C)c1NC(=O)CN(C1CCCCC1)S(=O)(=O)c1ccc(Cl)cc1	-0.1	7.1
C[C@H](CO)N1C[C@H](C)[C@@H](CN(C)Cc2ccc(C(=O)O)cc2)Oc2ccc(NC(=O)Nc3cccc4ccccc34)cc2C1=O	-19.6	7.1
COc1ccc(CN(C)C[C@H]2Oc3c(NS(=O)(=O)c4ccc(OC)cc4)cccc3C(=O)N([C@@H](C)CO)C[C@H]2C)cc1	0.0	/
COCC(=O)Nc1ccc2c(c1)[C@H]1C[C@@H](CC(=O)NCc3ccc(OC)cc3)O[C@@H](CO)[C@H]1O2	0.2	-7.1
CN(C)CC(=O)Nc1ccc2c(c1)[C@H]1C[C@H](CC(=O)NCc3ccc(-c4ccccc4)cc3)O[C@@H](CO)[C@H]1O2	0.1	-3.3
C[C@@H]1CN([C@@H](C)CO)C(=O)Cc2cc(NC(=O)NC3CCCCC3)ccc2O[C@@H]1CN(C)C	0.7	/
Cc1ccc(S(=O)(=O)N(C)C[C@@H]2Oc3ccc(NC(=O)CCCN(C)C)cc3CC(=O)N([C@H](C)CO)C[C@H]2C)cc1	-0.1	-3.9
Cc1ccc(-n2c(SCC(=O)Nc3ccc(Br)cc3)nnc2-c2ccco2)cc1	-0.3	12.6
O=C(C[C@@H]1C=C[C@H](NC(=O)c2cccc(F)c2)[C@H](CO)O1)NCc1ccc(Oc2ccccc2)cc1	0.1	-5.3
C[C@@H]1CN([C@H](C)CO)C(=O)c2cc(NS(=O)(=O)c3ccc(Cl)cc3)ccc2O[C@@H]1CN(C)C	0.1	/
CCc1cc(C(=O)OC)c(NC(=O)c2cc(-c3cccnc3)nc3ccc(Br)cc23)s1	-0.2	-5.5
C[C@H](CO)N1C[C@H](C)[C@@H](CN(C)Cc2ccc(C(=O)O)cc2)OCCCC[C@H](C)Oc2ccc(NS(=O)(=O)c3ccc(F)cc3)cc2C1=O	1.3	/
Cc1noc(C)c1S(=O)(=O)N(C)C[C@@H]1Oc2ccc(NC(=O)CCCN(C)C)cc2C(=O)N([C@H](C)CO)C[C@@H]1C	0.9	/
CO[C@H]1CN(C)C(=O)c2ccc(NS(=O)(=O)c3ccccc3)cc2OC[C@H](C)N(Cc2cccnc2)C[C@@H]1C	-0.7	-18.2
C[C@@H]1CN([C@@H](C)CO)C(=O)Cc2cc(NC(=O)Nc3cccc4ccccc34)ccc2O[C@H]1CN(C)C	-0.1	/
CC1(C)CC[C@]2(C(=O)O)CC[C@]3(C)C(=CCC4[C@@]5(C)CC[C@H](O[C@@H]6O[C@H](CO)[C@@H](O)[C@H](O)[C@H]6O)[C@@](C)(CO)C5CC[C@]43C)[C@@H]2C1 (stereo not given in full)	-0.1	-5.0
COc1ccc(S(=O)(=O)N(C)C[C@H]2Oc3c(NC(=O)Nc4c(C)noc4C)cccc3C(=O)N([C@H](C)CO)C[C@H]2C)cc1	0.5	/

Some of the entries above in a different format.
Compound | IDH1 R132H inh | PRC2 inh
CCS(=O)(=O)N(C)C[C@@H]1OCc2ccccc2-c2c(n(C)c3ccccc23)C(=O)N([C@@H](C)CO)C[C@@H]1C | 1.5 | -6.4
CCCC(=O)Nc1ccc2c(c1)C(=O)N(C)C[C@@H](OC)[C@H](C)CN(CCc1ccccc1)[C@@H](C)CO2 | -0.5 | -5.0

Single records (already shown). Order of values: IDH1 R132H inh, PRC2 inh
`CCS(=O)(=O)N(C)C[C@@H]1OCc2ccccc2-c2c(n(C)c3ccccc23)C(=O)N([C@@H](C)CO)C[C@@H]1C` is entered as 1.5, -6.4
`COC(=O)c1ccccc1NC(=O)CN(c1cc(Cl)c(Cl)cc1Cl)S(C)(=O)=O` is entered as -0.3, -0.7

(further entries)
SMILES	IDH1 R132H inh	PRC2 inh
C[C@H](CO)N1C[C@H](C)[C@@H](CN(C)S(=O)(=O)c2ccc(Cl)cc2)OCc2cnnn2CCCC1=O	-2.0	-3.1
COc1ccc(S(=O)(=O)Nc2ccc3c(c2)C(=O)N([C@@H](C)CO)C[C@@H](C)[C@H](CN(C)Cc2ccccc2)OCCCC[C@H](C)O3)cc1	0.8	/
Cc1ccc(S(=O)(=O)Nc2ccc3c(c2)C(=O)N([C@H](C)CO)C[C@H](C)[C@H](CN(C)C(=O)Nc2ccccc2)OCCCC[C@H](C)O3)cc1	2.0	/
O=C(/C=C/c1ccccc1)Nc1nnc(CSCc2ccccc2F)s1	0.3	?
CCC(=O)Nc1ccc2c(c1)C(=O)N(C)C[C@H](OC)[C@H](C)CN(CC1CCCCC1)[C@H](C)CO2	0.1	7.3
CO[C@H]1CN(C)C(=O)c2cc(NS(=O)(=O)c3ccc(C)cc3)ccc2OC[C@H](C)N(Cc2nccs2)C[C@@H]1C	0.0	1.8
C[C@@H]1CN([C@H](C)CO)C(=O)c2cc(NS(C)(=O)=O)ccc2O[C@H]1CN(C)Cc1ccc(C(F)(F)F)cc1	1.0	1.3
CC(C)CC#Cc1cnc2c(c1)C(=O)N([C@@H](C)CO)C[C@H](C)[C@@H](CN(C)S(C)(=O)=O)O2	-6.5	4.6
C[C@H](CO)N1C[C@H](C)[C@@H](CN(C)S(=O)(=O)c2ccsc2)OCc2ccccc2-c2c(n(C)c3ccccc23)C1=O	/	-4.5
C[C@@H]1CCCCO[C@@H](CN(C)S(=O)(=O)c2ccccc2)[C@H](C)CN([C@@H](C)CO)C(=O)c2cc(NS(=O)(=O)c3ccccc3)ccc2O1	0.6	/
COCC(=O)N1C[C@H](C)[C@H](OC)CN(C)C(=O)c2cc(NC(=O)c3ccc(OC)cc3)ccc2OC[C@H]1C	-0.3	0.4
CC(C)NC(=O)N(C)C[C@@H]1Oc2ccc(NC(=O)Nc3ccc(F)cc3)cc2CC(=O)N([C@@H](C)CO)C[C@H]1C	0.4	-7.8
C[C@@H]1CN([C@@H](C)CO)C(=O)Cc2cc(NC(=O)Cn3cnnn3)ccc2O[C@H]1CN(C)Cc1ccc(Oc2ccccc2)cc1	-0.1	-32.7
C[C@@H]1CN([C@H](C)CO)C(=O)Cc2cc(NC(=O)CCN3CCOCC3)ccc2O[C@H]1CN(C)Cc1ccccc1	-0.1	-4.1
CNC[C@H]1Oc2c(NS(=O)(=O)c3ccc(Cl)cc3)cccc2C(=O)N([C@@H](C)CO)C[C@H]1C	4.5	/
O=S(=O)(N[C@@H]1CC[C@@H](CCn2cc(-c3cccnc3)nn2)O[C@@H]1CO)c1ccc(Cl)cc1	0.1	0.9
C[C@@H]1CN([C@H](C)CO)C(=O)Cc2cc(NC(=O)CCCCCC(=O)Nc3ccccc3N)ccc2O[C@@H]1CN(C)Cc1ccc(Oc2ccccc2)cc1	/	-13.8
O=C(C[C@@H]1C[C@H]2c3cc(NS(=O)(=O)c4ccc(F)cc4)ccc3O[C@H]2[C@@H](CO)O1)NC1CCCCC1	0.2	-0.7
C[C@@H]1CN([C@H](C)CO)C(=O)c2cccc(NC(=O)Nc3ccccc3)c2O[C@@H]1CN(C)Cc1ccc(C(=O)Nc2ccccc2N)cc1	-0.2	-9.0
CCCNC(=O)C[C@@H]1C[C@H]2c3cc(NS(=O)(=O)c4cccc(OC)c4)ccc3O[C@H]2[C@H](CO)O1	-7.9	0.5
COc1ccc(S(=O)(=O)Nc2ccc3c(c2)C(=O)N([C@@H](C)CO)C[C@@H](C)[C@@H](CN(C)C(=O)Nc2ccc(F)cc2)OCCCC[C@H](C)O3)cc1	1.1	/
C[C@@H]1CN([C@@H](C)CO)C(=O)c2cc(-c3cccnc3)cnc2O[C@H]1CN(C)Cc1ccc(-c2ccccc2)cc1	-0.6	7.9
NC(=O)NCC#Cc1ccc2c(c1)[C@]1(C(=O)N2)[C@H](C(N)=O)[C@H]2C(=O)O[C@H](c3ccccc3)[C@H](c3ccccc3)N2[C@@H]1c1ccccc1OCCO	0.5	-30.4
C[C@@H]1CN([C@@H](C)CO)C(=O)c2cc(NC(=O)Nc3cccc4ccccc34)ccc2O[C@H]1CN(C)S(=O)(=O)c1cccs1	0.0	/

5 compounds drawn at random from those above, as already listed:
SMILES	IDH1 R132H inh	PRC2 inh
COc1ccc(S(=O)(=O)Nc2ccc3c(c2)C(=O)N([C@@H](C)CO)C[C@@H](C)[C@H](CN(C)Cc2ccccc2)OCCCC[C@H](C)O3)cc1	0.8	/
CC(C)CC#Cc1cnc2c(c1)C(=O)N([C@@H](C)CO)C[C@H](C)[C@@H](CN(C)S(C)(=O)=O)O2	-6.5	4.6
CNC[C@H]1Oc2c(NS(=O)(=O)c3ccc(Cl)cc3)cccc2C(=O)N([C@@H](C)CO)C[C@H]1C	4.5	/
O=C(/C=C/c1ccccc1)Nc1nnc(CSCc2ccccc2F)s1	0.3	?
Cc1ccc(S(=O)(=O)Nc2ccc3c(c2)C(=O)N([C@H](C)CO)C[C@H](C)[C@H](CN(C)C(=O)Nc2ccccc2)OCCCC[C@H](C)O3)cc1	2.0	/

Screening results (PubChem)

The list is partial; the hit share may differ from the screen's.
